From PubChem BioAssay
RSV antiviral HEp-2: RSV antiviral activity via CPE protection, HEp-2 cells, primary 10 µM value included (AID 2391); HEp-2 cells, RSV-induced CPE inhibition; higher % means a stronger effect; CPE inhibition, % at 10 µM, or IC50 in µM where a hit was titrated; 310,000 tested, 0.13% active; in the data active = a potency from the dose series; inconclusive = CPE inhibition mostly from about 23% at the one dose, without a potency; inactive = the rest, 99 in 100 with CPE inhibition below about 21%; also: strong numbers were not always called active
GPR35 arrestin U2OS: inhibition of zaprinast-stimulated GPR35 beta-arrestin translocation – imaging, U2OS, beta-arrestin-GFP, zaprinast agonist, primary screen (AID 2058); U2OS GPR35 beta-arrestin-GFP translocation imaging, zaprinast antagonism; higher % means a stronger effect; inhibition, % at 10 µM, or IC50 in µM where a hit was titrated; 290,000 tested, 0.052% active;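 active = inhibition of at least 50% with at least 30 cells and total cytoplasm GFP at most 10,000,000; inconclusive = under 30 cells or total GFP of 10,000,000 plus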
LYP phosphatase: PTPN22 lymphoid phosphatase activity blockers – biochemical, fluorescence intensity, uHTS (AID 1779); recombinant LYP phosphatase, fluorescence intensity; higher % means a stronger effect; inhibition, % at 11.5 µM, or IC50 in µM where a hit was titrated; 290,000 tested, 0.054% active; in the data active = inhibition above about 50%;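 also: plate controls were vehicle with enzyme for no effect and no enzyme for full effect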
Large T inhibition: SV40 large T antigen inhibitors, biochemical (AID 1903). SV40 large T antigen ATPase/helicase inhibition assay; higher % means a stronger effect. inhibition, % at 20 µM; hits with a dose series show IC50 in µM. 310,000 tested, 0.39% active; in the data active = a potency from the dose series; inconclusive = inhibition mostly from about 32% at the one dose, without a potency; inactive = the rest, 99 in 100 with inhibition below about 32%; also: strong numbers were not always called active
ER stress rescue: protection against thapsigargin-triggered cell killing – 384-well, CSM14.1, ATP luminescence, primary screen (AID 1222); CSM14.1 thapsigargin-induced death rescue, ATP luminescence; higher % means a stronger effect; cellular ATP content (survival), % at 20 µM; hits with a dose series show EC50 in µM; 190,000 tested, under 10 active;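 active = EC50 below 50 µM in the dose-response confirmation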;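 also: death triggered by thapsigargin at about 15 µM added after 2 h compound pretreatment; cell ATP read after overnight thapsigargin exposure of roughly 18 to 22 hours; normalized against plate controls of thapsigargin alone and 5% DMSO vehicle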
West Nile antiviral: West Nile virus antiviral activity, cell-based, CPE readout (AID 1621); West Nile virus-infected cells, CPE inhibition; higher % means a stronger effect; one-dose CPE inhibition, % at 10 µM; IC50 in µM for titrated hits; 290,000 tested, 0.02% active; in the data active = a potency from the dose series; inconclusive = CPE inhibition mostly from about 3.7% at the one dose, without a potency; inactive = the rest, 99 in 100 with CPE inhibition below about 2.2%; also: strong numbers were not always called active
NS5 inhibitors: flavivirus cap methylation enzyme inhibition – biochemical, confirmation dose response, primary screen (AID 588689); Dengue-2 NS5 methyltransferase capping enzyme assay, biochemical; higher % means a stronger effect; inhibition, % at 25 µM, or IC50 in µM where a hit was titrated; 340,000 tested, 0.3% active; in the data active = a potency from the dose series; inconclusive = inhibition above about 29% without an active follow-up result
Rac1 GTP hydrolysis: MgcRacGAP GTPase-activating activity inhibitors, confirmation, biochemical, ADP Hunter fluorescence; MgcRacGAP-stimulated Rac1 GTP hydrolysis, ADP Hunter fluorescence; higher % means a stronger effect; GST-tagged Rac1 F28L mutant substrate; 340,000 tested, 0.6% active; one-dose inhibition, % at 30 µM; IC50 in µM for titrated hits; AID 624330;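 active = first-screen hits whose inhibition reached a set limit at any dose in the follow-up dose series; inconclusive = inhibition above the set first-screen limit but never retested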;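 also: fluorescence reports GDP produced by GAP-driven GTP hydrolysis; strong numbers were not always called active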
PhoP inhibition: PhoP-dependent GFP reporter repression – Salmonella Typhimurium, primary screen (AID 1863); inhibition, % at 50 µM, or IC50 in µM where a hit was titrated; S. Typhimurium PhoP-regulated promoter GFP reporter, 4 h; higher % means a stronger effect; 300,000 tested, 0.16% active;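 active = inhibition over 29.93%, a cutoff 3 SD above the screen mean, later confirmed by dose response; inconclusive = inhibition over 29.93% but no dose response follow-up; inactive = inhibition at most 29.93% or unconfirmed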;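 also: 0% = low Mg2+ inducing control and 100% = high Mg2+ repressing control; strong numbers were not always called active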
NS5 inhibitors pilot replicate: further read-out of NS5 inhibitors, marked with its call; inhibition, %; measured here: pilot screen replicate inhibition
* hit, by the source's call; ? = inconclusive; / = no result given.

SMILES	RSV antiviral HEp-2	GPR35 arrestin U2OS	LYP phosphatase	Large T inhibition	ER stress rescue	West Nile antiviral	NS5 inhibitors	Rac1 GTP hydrolysis	PhoP inhibition	others
O=C(COC(=O)CCc1c[nH]c(=O)[nH]1)Nc1ccccc1Cl	-1.8%	-7.8%	0.3%	6.3%	/	1.7%	3.1%	9.2%	-4.6%	NS5 inhibitors pilot replicate=-12.4
COc1c(C(C)C)cc(NC(C)=O)cc1C(C)C	1.9%	-3.7%	9.2%	2.7%	-3.7%	0.1%	-4.1%	5.7%	1.5%
CC(C)CN1CCN(C(=O)CCc2nnc(Cc3c[nH]c4ccccc34)o2)[C@@H](C)C1=O	1.0%	-4.2%	-10.9%	8.0%	/	-0.1%	-1.3%	11.2%	7.3%
CC(=O)NCCC(=O)Nc1ccc(C(N)=O)cc1	3.1%	2.4%	-5.1%	10.1%	0.0%	-0.2%	1.5%	10.2%	3.7%
CN(C)C(=S)SCC(=O)NCc1ccc(F)cc1	0.7%	-6.4%	-6.9%	-10.6%	0.4%	-0.3%	/	1.5%	-0.9%
CCCCC(CCC(=O)Nc1ccc(C(=O)OCC)cc1)C(=O)O (centres undefined)	4.8%	10.2%	-0.6%	9.0%	-1.8%	0.2%	0.7%	9.4%	7.1%
CCC(C(=O)OCC(=O)Nc1c(Cl)cccc1Cl)c1ccccc1 (centres undefined)	1.0%	-15.5%	-8.5%	1.9%	-1.0%	0.0%	-2.2%	3.7%	3.1%
COCC1CCCN(C(=O)c2cc(COc3ccc(C(C)=O)cc3)on2)C1 (centres undefined)	1.3%	-1.4%	-3.5%	15.4%	/	0.3%	1.9%	3.5%	-1.5%
COc1ccc2[nH]c(C(=O)N/N=C/c3cc(OC)c(OC)c(OC)c3)cc2c1	-0.4%	3.4%	3.7%	6.5%	/	1.7%	-15.0%	5.8%	-8.6%
CCC(Oc1ccccc1)C(=O)N1CCN(c2ccccn2)CC1 (centres undefined)	0.8%	-2.7%	-2.0%	10.7%	-0.6%	-0.1%	3.8%	10.6%	3.4%
CC(=O)NCCn1ccc2ccccc21	-0.7%	10.6%	-1.2%	5.8%	/	-0.3%	-3.5%	8.8%	-1.9%
Cc1cc(N2C(=O)Cc3ccccc3C2=O)ccc1C(C)C	1.9%	-8.1%	-0.4%	4.7%	/	0.7%	-9.2%	/	0.6%
CCc1ccc(C2NC(=S)NC3=C2C(=O)CCC3)cc1 (centres undefined)	-0.1%	4.0%	-5.4%	21.3%	-3.9%	-0.5%	-8.7%	11.1%	3.0%
Cc1c(NS(=O)(=O)c2ccc(NC(=O)CCC(=O)O)cc2)c(=O)n(-c2ccccc2)n1C	0.9%	0.0%	-7.5%	1.6%	/	-0.1%	4.6%	6.5%	8.1%
O=C1C2C3C=CC(C3)C2C(=O)N1CN(Cc1ccccc1)CN1C(=O)C2C3C=CC(C3)C2C1=O (centres undefined)	1.9%	1.7%	-1.9%	10.1%	-1.6%	-0.2%	-2.6%	-2.6%	-9.3%
CCc1ccc(CN2CCC(n3nccc3NC(=O)c3ccccc3)CC2)o1	-1.1%	43.8%	-3.9%	/	/	-0.5%	-2.3%	12.5%	1.5%
Cc1ccc(/C=C/C(=O)Nc2sc3c(c2C#N)CCCC3)o1	0.6%	-0.3%	3.6%	35.3%	-1.8%	-0.8%	10.0%	-5.3%	-3.0%
Fc1ccc(COc2ccc3ccccc3c2CNc2nn[nH]n2)cc1	0.9%	1.4%	1.0%	-4.5%	-0.3%	-0.4%	7.0%	5.3%	-2.3%
CCCS(=O)(=O)c1c(S(=O)(=O)CCC)c2ccc(C(N)=O)cn2c1C(=O)OC	0.0%	-4.1%	-6.0%	14.8%	-0.5%	-0.1%	-0.9%	1.6%	0.4%
COC(=O)C1C2CCC(C2)C1C(=O)OCC(=O)c1ccc(C)cc1 (centres undefined)	1.8%	6.3%	2.3%	-12.5%	-0.7%	-0.6%	-5.5%	-2.9%	11.6%
CCCC(=O)NCCCc1nc2ccccc2n1CC	0.5%	5.2%	-3.0%	10.0%	-1.8%	-0.1%	-4.2%	2.9%	-0.3%
COC(=O)c1sccc1Oc1c(Cl)cccc1[N+](=O)[O-]	1.9%	-8.2%	-6.3%	3.2%	-0.5%	-0.2%	/	/	-2.5%
FC(F)(F)c1nnc2sc(-c3ccccn3)nn12	1.4%	9.4%	-4.5%	4.0%	-2.8%	1.5%	-4.9%	9.4%	-8.9%
CCCCCc1ccc(OCCOCCn2c[n+](C)c3ccccc32)c(CCCCC)c1	/	?	-6.1%	0.3%	0.4%	0.7%	-8.8%	5.6%	43.6µM*
Cc1ccc2nsnc2c1NC(=O)c1ccc([N+](=O)[O-])o1	20.3%	-7.6%	-4.3%	6.5%	/	?	-7.1%	3.6%	0.5%
Next part.
SMILES	RSV antiviral HEp-2	GPR35 arrestin U2OS	LYP phosphatase	Large T inhibition	ER stress rescue	West Nile antiviral	NS5 inhibitors	Rac1 GTP hydrolysis	PhoP inhibition	others
CC(C)CC(=O)Nc1ccc(C(=O)Cn2c(=O)oc3ccccc32)cc1	1.8%	0.6%	1.4%	9.1%	/	-1.1%	-3.5%	6.7%	-11.5%
COc1ccc(C(C)=O)cc1CSc1nc2cc(Cl)ccc2o1	-0.5%	-1.3%	-7.0%	2.3%	0.9%	-0.2%	-3.2%	6.2%	-11.0%
CCOC(=O)C(C)Oc1cc(Cl)c(C=O)cc1OC (centres undefined)	-0.5%	-6.4%	-0.7%	11.4%	-0.9%	0.5%	-6.6%	0.6%	-6.2%
Cc1ccc2c(c1)C1CN(C)CCC1N2C(=O)COc1ccc(N(C)C(=O)c2ccccc2)cc1 (centres undefined)	-0.1%	-16.3%	-1.7%	9.0%	-0.1%	-1.1%	-2.7%	10.9%	-13.6%
Oc1cccc(Oc2ncc(C(F)(F)F)cc2Cl)c1	2.6%	-10.0%	-5.9%	10.9%	-0.4%	0.3%	7.1%	13.7%	7.6%
CC1CN(C(=O)CCC(=O)NCc2ccc(Cl)cc2)c2ccccc2O1 (centres undefined)	0.2%	-1.0%	-7.9%	-4.0%	/	-0.2%	3.5%	14.3%	/
O=C(c1ccccc1)N(Cc1cccs1)C1CCS(=O)(=O)C1 (centres undefined)	0.4%	-7.8%	-6.3%	3.2%	0.0%	-0.6%	-7.2%	0.9%	-6.1%
NS(=O)(=O)c1ccc(CNS(=O)(=O)c2ccc(Cl)nc2)cc1	1.2%	5.3%	-5.4%	5.5%	-1.2%	0.2%	-0.9%	9.7%	7.4%
COc1ccc(NC(=O)C2CCCN(c3nn4c(=O)cc(C)nc4s3)C2)c(OC)c1 (centres undefined)	3.7%	2.2%	-4.2%	/	/	0.1%	-7.0%	-8.3%	-2.7%
COc1ccccc1C(=O)COC(=O)c1ccc(-n2cnnn2)cc1	-0.7%	/	/	-4.3%	/	/	6.5%	8.3%	-8.5%
CCN1C(=O)C(CC(=O)Nc2ccc(Cl)cc2)N(NC(=O)c2ccncc2)C1=S (centres undefined)	1.8%	4.4%	-5.7%	-0.5%	/	-0.3%	/	/	-10.0%
CCOc1cccc(/C=C/c2ccc3cccc(O)c3n2)c1OC	5.7%	0.3%	2.7%	-3.4%	/	-0.6%	3.9%	5.4%	1.4%
CCN1C(=O)[C@@H]2[C@@H](c3ccc(-c4ccc5c(c4)OCO5)cc3)N3CCCC[C@@]3(C(=O)OC)[C@@H]2C1=O	?	/	/	6.6%	/	/	-6.3%	9.9%	-6.7%
Cc1ccc(N2C(=O)CC(Sc3ccccc3C(=O)O)C2=O)c([N+](=O)[O-])c1 (centres undefined)	3.0%	-1.5%	-1.0%	12.8%	-0.5%	0.3%	-8.0%	9.5%	2.7%
COc1ccc(OC(C)C(=O)N2CCCc3ccccc32)cc1 (centres undefined)	1.9%	4.1%	-0.4%	18.9%	-1.0%	-0.9%	-8.1%	-8.5%	-3.4%
COc1nc(Cc2ccc(Cl)cc2)nc2ccccc12	6.4%	1.9%	-4.6%	1.7%	/	-0.6%	-6.4%	5.8%	3.3%
CCOc1ccccc1NS(=O)(=O)c1cc2c3c(c1)CC(=O)N3CCC2	6.4%	-19.5%	-10.6%	17.0%	/	-0.4%	0.0%	8.6%	-0.8%
CN(C)NC(=S)NC(=O)C12CC3CC(CC(C3)C1)C2	1.1%	1.2%	-5.2%	6.7%	-1.6%	0.5%	0.9%	11.3%	-9.7%
CC1(C)CNC(=O)c2sc(N3CCCCC3)nc2C1	2.8%	-17.9%	-10.3%	7.0%	-2.8%	-0.4%	2.0%	8.8%	14.2%
COc1c(Cl)cccc1-c1cn2ccc(C)cc2n1	6.5%	1.3%	-3.8%	15.3%	/	0.1%	2.3%	8.0%	0.7%
COc1ccc(Cl)cc1NC(=O)CSc1nc(=O)n(CCN(C)C)c2c1CCCC2	-2.6%	/	/	12.3%	/	/	0.0%	4.7%	-3.1%
CCN1CCN(c2ccc(S(=O)(=O)N3CCOCC3)cc2NC(=O)c2ccccc2SC)CC1	-0.8%	/	/	11.9%	/	/	8.9%	3.5%	5.0%

Quoted from the listing (eight entries):
SMILES	RSV antiviral HEp-2	GPR35 arrestin U2OS	LYP phosphatase	Large T inhibition	ER stress rescue	West Nile antiviral	NS5 inhibitors	Rac1 GTP hydrolysis	PhoP inhibition	others
CC(C)CC(=O)Nc1ccc(C(=O)Cn2c(=O)oc3ccccc32)cc1	1.8%	0.6%	1.4%	9.1%	/	-1.1%	-3.5%	6.7%	-11.5%
COc1ccc(C(C)=O)cc1CSc1nc2cc(Cl)ccc2o1	-0.5%	-1.3%	-7.0%	2.3%	0.9%	-0.2%	-3.2%	6.2%	-11.0%
CCOC(=O)C(C)Oc1cc(Cl)c(C=O)cc1OC (centres undefined)	-0.5%	-6.4%	-0.7%	11.4%	-0.9%	0.5%	-6.6%	0.6%	-6.2%
Cc1ccc2c(c1)C1CN(C)CCC1N2C(=O)COc1ccc(N(C)C(=O)c2ccccc2)cc1 (centres undefined)	-0.1%	-16.3%	-1.7%	9.0%	-0.1%	-1.1%	-2.7%	10.9%	-13.6%
Oc1cccc(Oc2ncc(C(F)(F)F)cc2Cl)c1	2.6%	-10.0%	-5.9%	10.9%	-0.4%	0.3%	7.1%	13.7%	7.6%
CC1CN(C(=O)CCC(=O)NCc2ccc(Cl)cc2)c2ccccc2O1 (centres undefined)	0.2%	-1.0%	-7.9%	-4.0%	/	-0.2%	3.5%	14.3%	/
O=C(c1ccccc1)N(Cc1cccs1)C1CCS(=O)(=O)C1 (centres undefined)	0.4%	-7.8%	-6.3%	3.2%	0.0%	-0.6%	-7.2%	0.9%	-6.1%
NS(=O)(=O)c1ccc(CNS(=O)(=O)c2ccc(Cl)nc2)cc1	1.2%	5.3%	-5.4%	5.5%	-1.2%	0.2%	-0.9%	9.7%	7.4%
